Screens from PubChem.
UTI89 phage lysis: protection from phage-mediated lysis, alamar blue read-out – E. coli UTI89, K1F phage, bacterial capsule biogenesis inhibitors (AID 488966). E. coli UTI89 K1F phage lysis, alamar blue, 2 h; higher % means a stronger effect. one-dose inhibition, % at 100 µM; IC50 in µM for titrated hits. actives 0.02% (n = 340,000);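 active = phage lysis inhibition, versus mean bacterial control, above a set limit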;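 note: capsule biogenesis inhibitors block K1F phage lysis so surviving cells raise fluorescence; higher fluorescence means more inhibition of phage lysis; actives were called in the ten point dose series up to 300 µM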
NTR1 ag: agonists of NTR1, primary screen, imaging, U2OS cells, beta-arrestin-GFP, high content (AID 493036); NTR1-U2OS beta-arrestin-GFP spot imaging, agonist mode; P30989; actives 0.17% (n = 330,000); activation, % at 20 µM;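 active = activation at or above 40% of the spot to cytoplasm intensity ratio, with at least 20 cells analyzed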;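 note: 0% = DMSO without peptide and 100% = 100 nM NTR1 peptide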
Target sequence (P30989 whole entry, looked up): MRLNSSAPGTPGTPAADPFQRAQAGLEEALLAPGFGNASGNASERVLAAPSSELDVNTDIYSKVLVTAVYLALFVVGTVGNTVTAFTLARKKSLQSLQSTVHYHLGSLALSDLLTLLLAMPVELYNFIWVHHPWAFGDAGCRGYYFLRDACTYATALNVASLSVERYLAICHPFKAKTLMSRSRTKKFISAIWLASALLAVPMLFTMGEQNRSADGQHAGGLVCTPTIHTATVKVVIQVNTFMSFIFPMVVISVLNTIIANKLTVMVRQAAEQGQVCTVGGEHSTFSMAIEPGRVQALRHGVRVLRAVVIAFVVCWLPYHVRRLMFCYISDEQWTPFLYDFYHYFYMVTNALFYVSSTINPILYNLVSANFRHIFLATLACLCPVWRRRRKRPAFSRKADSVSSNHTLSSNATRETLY
LYP phosphatase: PTPN22 lymphoid phosphatase activity blockers – biochemical, fluorescence intensity, uHTS (AID 1779). recombinant LYP phosphatase, fluorescence intensity; higher % means a stronger effect. inhibition, % at 11.5 µM; hits with a dose series show IC50 in µM. actives 0.054% (n = 290,000); in the data active = inhibition above about 50%;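 note: plate controls were vehicle with enzyme for no effect and no enzyme for full effect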
Autophagy HCS: autophagy modulation, high-content screen; MEF GFP-LC3 puncta imaging; test concentration mostly 10 µM; calls only at 10 µM (by protocol); actives 0.98% (n = 190,000); AID 463193;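 active = percentage of spot-positive cells more than 3 SD above its plate mean, without a fluorescence outlier flag or 80% toxicity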;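 note: spot-positive cell cutoff set from DMSO-treated cells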
AID2073: inhibitors of Mint1-CaV2.2 protein interaction, biochemical, HTRF (AID 2073); actives 0.19% (n = 290,000); one-dose inhibition, % at 20 µM; IC50 in µM for titrated hits; HTRF protein-protein interaction, Mint1-CaV2.2; higher % means a stronger effect; in the data active = inhibition mostly above about 51%, no sharp cut-off; note: some results filed as inactive read as strong as hits
GPR35 antagonists: inhibition of zaprinast-stimulated GPR35 beta-arrestin translocation – imaging, U2OS, beta-arrestin-GFP, zaprinast agonist, primary screen (AID 2058); U2OS GPR35 beta-arrestin-GFP translocation imaging, zaprinast antagonism; higher % means a stronger effect; inhibition, % at 10 µM; hits with a dose series show IC50 in µM; actives 0.052% (n = 290,000);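 active = inhibition of at least 50% with at least 30 cells and total cytoplasm GFP at most 10,000,000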
WT yeast gro inh: growth inhibition of WT yeast, mitochondrial fusion screen. actives 2.1% (n = 190,000). mitochondrial fusion phenotypic screen, WT strain. inhibition, % at 10 µM. AID 1362; in the data active = inhibition above about 58%; tested in S. cerevisiae
RSV antiviral HEp-2: RSV antiviral activity via CPE protection, HEp-2 cells, primary 10 µM value included (AID 2391) | one-dose CPE inhibition, % at 10 µM; IC50 in µM for titrated hits | HEp-2 cells, RSV-induced CPE inhibition; higher % means a stronger effect | actives 0.13% (n = 310,000); in the data active = a potency from the dose series; note: strong numbers were not always called active
NS5 inhibitors: Dengue-2 NS5 methyltransferase inhibitors, primary screen, biochemical, confirmation dose response (AID 588689); Dengue-2 NS5 methyltransferase capping enzyme assay, biochemical; higher % means a stronger effect; one-dose inhibition, % at 25 µM; IC50 in µM for titrated hits; actives 0.3% (n = 340,000); in the data active = a potency from the dose series
WT yeast gro inh mutant strain: also measured in WT yeast gro inh; calls as there; inhibition, %; mitochondrial fusion phenotypic screen, mutant strain inhibition
Autophagy HCS cell loss 18 h: further read-out of Autophagy HCS, marked with its call; toxicity, %; measured here: cell loss, nuclei count;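 cell loss after 18 h compound exposure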
NTR1 ag cell count 20 µM: recorded beside NTR1 ag, whose call it bears; cell count; measured here: cell count, cytotoxicity flag
The depositor's hits bear a star; i = inactive; nt = no result given; + = active, no number; [ ] = remark or other dose. Random draw from the library. About 2.6% of those tested had a hit in this group.

Structure	UTI89 phage lysis	NTR1 ag	NTR1 ag cell count 20 µM	LYP phosphatase	Autophagy HCS	Autophagy HCS cell loss 18 h	AID2073	GPR35 antagonists	WT yeast gro inh	WT yeast gro inh mutant strain	RSV antiviral HEp-2	NS5 inhibitors
CCCc1cc(C(=O)N2CCCC(Cc3ccccc3C)(C(=O)OCC)C2)no1 (centres undefined)	-0.1%	0.8	53	3%	nt	nt	7%	-3%	nt	nt	5.3%	-5%
Cc1ccc(C)c(Nc2cc(C(=O)NCc3cccnc3)c3ccccc3n2)c1	0.0%	-0.1	56	-5%	nt	nt	5%	-6%	nt	nt	-1.6%	-5%
CCOC(=O)c1c(N)sc(C(=O)N2CCCC(C(N)=O)C2)c1C (centres undefined)	0.2%	-1.4	30	nt	i	-4	nt	nt	nt	nt	0.7%	-7%
c1ccc(-n2ncc3c(NCCN4CCOCC4)ncnc32)cc1	0.2%	0.4	80	-3%	i	0	4%	11%	-3	7	-1.1%	-5%
CC(C)(C)NC(=O)COC(=O)c1ccc(S(=O)(=O)N2CCCCCC2)cc1	4.5%	-0.9	61	-4%	i	-11	-4%	5%	16	4	2.2%	-2%
CC(=O)Oc1ccccc1-c1nc(/C=C/c2ccccc2)no1	0.5%	4.7	59	-4%	nt	nt	7%	4%	nt	nt	1.4%	-6%
O=C(c1cccc(C(=O)N2CCc3ccccc32)n1)N1CCc2ccccc21	0.4%	-0.4	51	-8%	i	26	17%	14%	14	12	-0.6%	4%
CCCCNC(=O)CNC(=O)c1nn(-c2ccc(OC)cc2OC)c(=O)c2ccccc12	-0.1%	-1.0	151	-2%	nt	nt	18%	2%	nt	nt	0.6%	-5%
CCN(CC)S(=O)(=O)c1cc(C(=O)N(C)CC(=O)Nc2ccc(Cl)cc2)ccc1Cl	3.2%	-0.4	25	-7%	i	-1	1%	-17%	-14	-5	10%	-3%
Cc1ccc(C)c(NC(=O)C(Sc2nnc(-c3cccs3)o2)c2ccccc2)c1 (centres undefined)	7.2%	nt	nt	-9%	i	4	-21%	-11%	9	5	0.3%	-10%
NC(=S)NN=C1C2CC3CC(C2)CC1C3	-0.5%	1.0	45	0%	i	8	39%	-4%	10	1	1.8%	-15%
CC1CCC2(CC1)NC(=O)N(CC(=O)Nc1cccnc1Cl)C2=O (centres undefined)	1.1%[50 µM]	-1.5	60	nt	nt	nt	nt	nt	nt	nt	1.0%	3%
Cc1ccccc1CSCC(Nc1ccc(C(=O)O)cc1[N+](=O)[O-])C(=O)O (centres undefined)	0.6%	0.0	40	-2%	i	-2	-4%	-7%	-4	12	0.3%	7%
CC(C)(C)C1CCC(C(=O)NCCc2ccc(S(N)(=O)=O)cc2)CC1 (centres undefined)	0.1%	-0.6	43	-3%	nt	nt	6%	22%	nt	nt	11%	-4%
CCOC(=O)c1cc(CC)sc1NC(=O)C1CC(=O)NN1Cc1ccccc1 (centres undefined)	-0.7%[50 µM]	8.9	43	-4%	i	-3	1%	-2%	7	-6	2.3%	-5%

Additional compounds follow.
Structure	UTI89 phage lysis	NTR1 ag	NTR1 ag cell count 20 µM	LYP phosphatase	Autophagy HCS	Autophagy HCS cell loss 18 h	AID2073	GPR35 antagonists	WT yeast gro inh	WT yeast gro inh mutant strain	RSV antiviral HEp-2	NS5 inhibitors
COc1c(C)cc(Br)cc1C(=O)NC(=S)NCc1ccco1	0.0%	2.1	39	-3%	nt	nt	-6%	27%	nt	nt	1.0%	-4%
CCCCNc1nc2ccccc2nc1NS(=O)(=O)c1ccc(F)cc1	0.7%[50 µM]	-0.4	95	2%	nt	nt	8%	2%	nt	nt	1.4%	-6%
COC(=O)c1cc(=O)n(Cc2ccco2)c(=Nc2ccc(F)cc2)s1	-0.9%	38	105	9%	i	1	25%	-10%	13	15	-2.1%	-12%
C/C(=N\Nc1cc(-c2ccccc2)nc(-c2ccccc2)n1)c1ccc(O)c(C)c1	-1.9%[50 µM]	34	39	-3%	i	1	13%	8%	92*	34*	-1.6%	-2%
COc1ccc(CNC(=O)C(C)n2ccc3cc(S(=O)(=O)N4CCCCCC4)ccc32)cc1 (centres undefined)	0.6%	1.0	74	-1%	nt	nt	11%	-15%	nt	nt	18%	2%
CCOc1ccc(NC(=O)C[n+]2ccc(N(C)C)cc2)cc1	5.3%	-0.3	62	-9%	i	-18	1%	-5%	-6	1	8.2%	-6%
COCCNC(=O)CSc1nnc(-c2ccc(C)cc2)c(-c2ccc(C)cc2)n1	-0.4%	0.8	61	-2%	i	13	-4%	3%	28	18	0.3%	-4%
COCCNCC#CCOc1ccc(OC)cc1	0.0%	0.4	57	0%	i	-3	-11%	11%	-5	-7	1.8%	-6%
CS(=O)(=O)CCC(C(=O)N1CCOCC1)N1C(=O)c2cc(Cl)c(Cl)cc2C1=O (centres undefined)	-0.6%	0.8	80	-4%	i	6	14%	-7%	-8	-4	1.3%	-2%
COc1nc(-c2ccc(Cl)cc2)ccc1-c1noc(-c2cccs2)n1	0.2%	11	83	-8%	i	-2	26%	8%	-22	-60	3.3%	-11%
CCCc1[nH]nc2c1C(c1ccc(Br)s1)C(C#N)=C(N)O2 (centres undefined)	0.1%	16	49	-1%	+	8.1*	5%	-10%	13	19	1.0%	47%
O=S(=O)(c1ccc2ccccc2c1)n1cccn1	0.5%	-1.0	76	-6%	nt	nt	-7%	11%	nt	nt	0.5%	2%
O=C1c2ccccc2C(=O)N1CCc1nc(-c2ccccn2)no1	6.7%	0.3	82	0%	i	14	-16%	6%	-10	-23	0.8%	-1%
Cc1ccc(NC(=O)CC2NCCNC2=O)cc1Cl (centres undefined)	0.3%	1.0	47	-10%	i	24	-5%	-18%	20	-12	3.2%	-19%
CCOc1ccc(/C(O)=C2/C(=O)C(=O)N(c3ccccn3)C2c2ccc(F)cc2)c(C)c1 (centres undefined)	0.3%	0.7	96	-1%	nt	nt	22%	4%	nt	nt	1.8%	11%

Going on with the list.
Structure	UTI89 phage lysis	NTR1 ag	NTR1 ag cell count 20 µM	LYP phosphatase	Autophagy HCS	Autophagy HCS cell loss 18 h	AID2073	GPR35 antagonists	WT yeast gro inh	WT yeast gro inh mutant strain	RSV antiviral HEp-2	NS5 inhibitors
CN1CCN(C(=O)/C(=C/c2ccc(N(C)C)cc2)NC(=O)c2ccccc2)CC1	0.7%	1.9	45	-4%	nt	nt	-4%	-8%	nt	nt	1.9%	-73%
CC1=CC(=Nc2c(C)n(C)n(-c3ccccc3)c2=O)C=C(C)C1=O	-1.5%	-1.5	38	-3%	i	-3	-62%	-4%	12	17	3.0%	3%
CC1CN(C(=S)SCCN2C(=O)CCC2=O)CC(C)O1 (centres undefined)	-1.6%	2.0	36	-7%	i	6	10%	0%	-1	-5	1.0%	-3%
Cc1nnc(SCC(=O)Nc2cccc(Cl)c2)n1CC1CCCO1 (centres undefined)	0.5%	-0.7	38	-6%	nt	nt	6%	6%	nt	nt	0.0%	-7%
C=CCNC(=O)C1CCN(S(=O)(=O)c2ccc(Br)cc2)CC1	0.9%	-1.0	45	-12%	i	-13	9%	19%	4	-8	2.1%	-5%
CCOC(=O)[C@@H]1[C@H]2COc3cc(OC)ccc3[C@@H]2N2C(=O)N(c3ccc(F)cc3)C(=O)[C@]12C	3.1%	4.1	86	-7%	nt	nt	-4%	3%	nt	nt	-1.2%	-1%
CCOc1ccc(C(=O)Nc2cccc3nsnc23)cc1[N+](=O)[O-]	0.0%	-0.5	89	-7%	i	-7	23%	-5%	-1	4	-0.1%	-2%
O=C(CN1C(=O)c2cccc3cccc1c23)NC1CCCC1	-0.2%	-0.4	47	-5%	nt	nt	21%	4%	nt	nt	2.8%	-3%
COc1ccc(NC(=O)CCCNC(=O)Cn2cnc3sc(C)c(C)c3c2=O)cc1Cl	-0.5%	-0.3	51	-8%	nt	nt	-2%	-14%	nt	nt	6.2%	-19%
COc1ccc(C2(C#N)CCC(=O)N2c2ccccc2)cc1 (centres undefined)	-1.7%	4.2	46	-3%	nt	nt	5%	-8%	nt	nt	1.6%	-2%
COc1cc([N+](=O)[O-])cc(/C=N/NC(=O)c2cc(-c3ccccc3)nc3ccccc23)c1O	0.2%	1.7	51	-3%	nt	nt	-14%	12%	nt	nt	18%	-65%
Cc1ccc2nc(=O)c(NNc3ccccc3)cnc2c1	-0.1%	4.2	69	0%	i	-4	-15%	12%	17	-1	1.8%	-4%
O=C(NC1CCN(c2ncccn2)CC1)c1ccccc1F	0.0%	0.5	89	-6%	nt	nt	17%	-17%	nt	nt	4.3%	-3%
COC(=O)c1ccc(Oc2cc(C)nc(-n3nc(C)cc3C)n2)cc1	-0.7%	nt	nt	-7%	i	49	7%	2%	70*	61*	6.2%	-16%
Cc1c(C(N)=O)sc2ncn(CC(=O)OC(C)C)c(=O)c12	2.1%	1.0	65	-7%	i	0	-1%	7%	-1	-1	0.1%	-1%

Single records, as listed above. Screens in order: UTI89 phage lysis	NTR1 ag	NTR1 ag cell count 20 µM	LYP phosphatase	Autophagy HCS	Autophagy HCS cell loss 18 h	AID2073	GPR35 antagonists	WT yeast gro inh	WT yeast gro inh mutant strain	RSV antiviral HEp-2	NS5 inhibitors
COC(=O)c1ccc(Oc2cc(C)nc(-n3nc(C)cc3C)n2)cc1 as listed: -0.7%	nt	nt	-7%	i	49	7%	2%	70*	61*	6.2%	-16%
COc1cc([N+](=O)[O-])cc(/C=N/NC(=O)c2cc(-c3ccccc3)nc3ccccc23)c1O as listed: 0.2%	1.7	51	-3%	nt	nt	-14%	12%	nt	nt	18%	-65%

3 compounds from above, sorted by their value in GPR35 antagonists, ascending.
Structure,GPR35 antagonists
COc1ccc(C2(C#N)CCC(=O)N2c2ccccc2)cc1 (centres undefined),-8%
O=C(CN1C(=O)c2cccc3cccc1c23)NC1CCCC1,4%
Cc1ccc2nc(=O)c(NNc3ccccc3)cnc2c1,12%

New compounds follow.
Structure	UTI89 phage lysis	NTR1 ag	NTR1 ag cell count 20 µM	LYP phosphatase	Autophagy HCS	Autophagy HCS cell loss 18 h	AID2073	GPR35 antagonists	WT yeast gro inh	WT yeast gro inh mutant strain	RSV antiviral HEp-2	NS5 inhibitors
C/[N+]([O-])=C1\Cc2ccccc2C1=O	1.1%	2.5	69	-6%	i	5	-3%	9%	4	18	1.2%	nt
CCCCn1c(N)c(N(CCOC)C(=O)C2CCN(S(=O)(=O)c3ccc(C)cc3)CC2)c(=O)[nH]c1=O	0.8%[50 µM]	-1.2	58	nt	nt	nt	nt	nt	nt	nt	-1.9%	-7%
CCN(CC(=O)NCc1cccs1)CC(=O)Nc1cccc(S(N)(=O)=O)c1	0.1%[50 µM]	1.6	58	nt	nt	nt	nt	nt	nt	nt	0.3%	-10%
CC(CNC(=O)c1ccccc1[N+](=O)[O-])NC(=O)c1ccccc1[N+](=O)[O-] (centres undefined)	0.3%	1.3	64	nt	nt	nt	nt	nt	nt	nt	0.6%	5%
